Screening data from PubChem.
NCI-60 one-dose screen, 48 h, at 10 µM unless noted. Numbers give growth in % (100 = growth as untreated, 0 = no growth, -100 = all killed).
HOP-62: HOP-62 NSCLC | 80,000 tested, 3.9% active
EKVX: EKVX NSCLC | AID 1794765 | 71,000 tested, 3% active
A549/ATCC: A549/ATCC NSCLC; 81,000 tested, 3.7% active; AID 1794740
HOP-92: HOP-92 NSCLC cells; 71,000 tested, 6.3% active; AID 1794738
MOLT-4: MOLT-4 leukemia cells; 80,000 tested, 6.9% active; AID 1794779
M14: M14 melanoma; 80,000 tested, 6.2% active; AID 1794745
RPMI-8226: RPMI-8226 leukemia cells | 77,000 tested, 7.5% active | AID 1794781
CCRF-CEM: CCRF-CEM leukemia. 77,000 tested, 7% active
An asterisk follows results filed as active; . = not tested or not shown; & = joins results of further samples; ! = repeats disagree. Rule for the calls: active = growth percent below 10; inactive = the rest. Rows were taken by chance. Share with any hit: about 13%.

SMILES	HOP-62	EKVX	A549/ATCC	HOP-92	MOLT-4	M14	RPMI-8226	CCRF-CEM
CN(C)c1nc2ncnc(N(C)C)c2[nH]1	98	85	107	76	91	98	101	98
N#CCC(=O)N/N=C\C(O)C(O)C(O)C(O)C(=O)O (centres undefined)	97	.	99	.	97	101	95	.
C/C(=N\N=C1\SCC(=O)N1c1ccc(Br)cc1)c1cc2ccccc2oc1=O	108	107	104	93	110	105	102	109
O=C1/C(=C\c2ccc(F)cc2)CN(C(=O)c2ccccc2F)C/C1=C\c1ccc(F)cc1	-16*	.	13	.	-1.8*	-48*	-36*	-16*
O=C(CSc1nc2ccccc2c(=O)n1-c1ccccc1)Nc1ccc(-c2nc3ccccc3[nH]2)cc1	109	114	105	103	103	108	102	101
CN1CCCc2ccccc21	114	94	100	90	105	110	105	102
CCCCCCCCCCCCSC(=NC)NC	87&76	71	88&64	-1.1*!	1.3*!	-19*!	-6.0*!	24
CC(C)NC1=C(Cl)C(=O)c2ccccc2C1=O	108	106	108	87	103	106	98	106
O=c1cc(-c2ccccc2)[nH]n1-c1nc2ccccc2[nH]1	48	.	31	.	-19*	42	40	12
Cc1ncc(CC#N)c2c1OC(C)(C)OC2	103	.	102	95	96	103	95	91
Oc1ccc2ccccc2c1CN(Cc1cc(Cl)cc(Cl)c1O)C1CCCCC1	104	110	95	104	106	109	106	111
Cn1c(=O)c2c(nc(NC3=NS(=O)(=O)c4ccccc43)n2Cc2ccc(F)cc2)n(C)c1=O	106	93	104	69	100	107	105	89
N#Cc1ccc(Nc2nc(Br)cnc2N)cc1	92	81	95	73	109	97	83	99
C=CCn1c(SCC(=O)c2ccc(C)cc2)nnc1-c1c[nH]c2ccccc12	91	91	94	50	91	95	86	90
O=C(Oc1ccc[nH]c1=O)c1ccc(F)cc1	111	.	97	92	100	105	100	89
CC(=O)Nc1nc(O)c(C=Nc2cccnc2)s1	98	96	101	103	105	105	107	108
COc1ccc(/C=c2\c(=O)n(-c3ccccc3)c3nn4c(n23)=NNC=C4c2ccccc2)cc1	88	81	99	104	97	98	99	105
O=C(O)c1cc(=S)nc[nH]1	107	103	107	.	100	102	111	105
O=C(/C=C/c1ccc(C(F)(F)F)cc1)c1ccc(Nc2nc(NCCO)nc(N3CCOCC3)n2)cc1	33	65	13	64	5.8*	37	2.3*	10
O=C(N/N=C/c1cccc([N+](=O)[O-])c1)c1cccc2ccccc12	.	91	96	.	77	96	.	87
O=C(CSc1nc2c(c(=O)[nH]1)CCCC2)Nc1cccc(C(=O)O)c1	110	103	100	106	109	106	89	100
Cc1nc2sc(C(=O)Nc3ccccc3)c(N)c2c(C)c1Br	51	81	73	61	91	78	88	106
C#Cc1ccc(-n2c(/C=C/c3c[nH]c4ccc(OC)cc34)nc3ncccc3c2=O)cc1	99	.	110	109	102	102	94	97
Cc1ccc2[nH]c(=O)c(/C=N/O)cc2c1	82	49	92	68	90	87	95	94
CCCCn1cnc2c(SCc3cccc(F)c3)nc(N)nc21	98	98	104	86	81	112	95	99
CCN(CC1CN(C(C)(C)c2ccc(OC)cc2)C1)C(=O)c1cc2ccccc2[nH]1	81	75	86	69	82	91	98	87
O=S(=O)(c1ccccc1)c1no[n+]([O-])c1-c1ccncc1	112	100	103	104	104	109	110	102
CNc1cc(Nc2ccc(CC(=O)Nc3cc(C(C)(C)C)nn3C)cc2)ncn1	57	72	49	91	45	55	48	30
O=C1CN(Cc2ccncc2)C(=O)[C@H](Cc2ccc(O)cc2)N1	79	99	94	77	105	85	108	101
CC(C)(C)[Si](C)(C)OCC1CCC(n2cnc3c(NC(=O)c4ccccc4)ncnc32)O1 (centres undefined)	110	96	97	102	94	102	86	99
Cc1cn(C2CCCCC2)c(=O)[nH]c1=O	109	121	101	97	97	106	114	117
Cn1cc(-c2nnc(-c3cn(C)c4ncccc34)o2)c2ccccc21	33	50	36	7.9*	18	35	31	50
O=C(Nc1ccc(Oc2cccc(F)c2)c(Cl)c1)c1ccccn1	107	89	81	85	93	101	79	93
COc1c(C)c(C)c(OC)c2c1[nH]c(=O)c1c3ncccc3cn21	102	96	98	75	69	108	93	89
NC(=S)NN=C1CCCCCCCC1	102	107	107	90	90	100	84	84
CNC1=C([N+](=O)[O-])C(c2ccc(F)cc2OC)C(C#N)=C(c2ccc[nH]2)O1 (centres undefined)	99	96	108	108	107	103	105	17
COc1cc(OC)c(/C=C/C(=O)/C=C(/C=C/c2c(OC)cc(OC)cc2OC)OB(F)F)c(OC)c1	85	107	83	91	96	102	101	98
CCn1c(C)nc2cc(N)ccc21	113	102	101	91	105	110	103	.
Cc1ccc(S(=O)(=O)N2CCC2)cc1	112	.	101	74	100	109	99	92
O=C(C[n+]1cccc2ccccc21)c1ccc(Br)cc1	79&87	84&88	102&98	88&76	106&100	95&94	102&99	118&100
CNC1=C([N+](=O)[O-])C(c2ccc(OC)cc2)c2c([nH]c(=O)[nH]c2=O)N1 (centres undefined)	101	96	101	109	106	102	110	93
COc1ccc(-c2oc3c(OC)c4c(c(OC)c3c2CC(=O)N2CCOCC2)OCO4)cc1	104	100	97	102	110	101	97	98
CCC(=O)c1ccc(Cl)s1	109	117	99	102	94	103	104	101
COc1ccc(-c2nc(SCC(C)C)nc(NC3CC3)c2C#N)cc1	98	101&103	72&88	76&91	106&95	125&117	102&104	97&96
CC(Sc1nc2sc3c(c2c(=O)n1-c1ccc(Cl)cc1)CCCC3)C(=O)Nc1nc(-c2cccc(Br)c2)cs1 (centres undefined)	91	83	95	112	99	96	106	104
COc1ccc(OC)c(-c2cn3nc(-c4cn(C)c5ccccc45)sc3n2)c1	89	90	71	75	94	94	93	90
Cc1ccc(Cl)cc1NC(=O)N/C(N)=N/c1nc2ccccc2s1	-12*	16	-37*	-23*	-8.5*	-17*	-7.2*	-6.9*
COc1cc(C(=O)Nc2n[nH]c(-c3cccc(Cl)c3)n2)cc(OC)c1OC	93	108	99	114	106	95	108	.
CS(=O)(=O)OCc1cn(-c2ccc(S(N)(=O)=O)cc2)nn1	105	102	103	102	93	.	103	101
CC(C)=CCC1=C(O)[C@]2(CC=C(C)C)C[C@@H](CC=C(C)C)C(C)(C)[C@](C(=O)c3ccccc3)(C1=O)C2=O	97	82	104	66	93	93	82	90
CCC(=O)CC1CCCC(CC(=O)CC)N1C (centres undefined)	105	.	96	.	107	108	100	100
CCc1nnc2n1N=C(c1ccc(Br)cc1)CS2	104	86	93	.	96	102	91	94
Cc1nnc(-c2cc(-c3cc4ccccc4o3)nn2-c2ccccc2)o1	82	82	99	57	86	100	101	137
CCOC(=O)C1CC(=O)C(C(=O)OCC)CC1=O (centres undefined)	95&124	113	96&95	107&77	96&105	103&99	102&85	102&87
CC1(C)OC2C(CO)OC(n3ccc(=O)[nH]c3=O)C2O1 (centres undefined)	89	104	73	83	92	105	103	101
C=C(C)[C@@H]1CC[C@]2(c3nnc(-c4ccncc4)o3)CC[C@]3(C)[C@H](CC[C@@H]4[C@@]5(C)CCC(=O)NC(C)(C)[C@@H]5CC[C@]43C)[C@@H]12	98	95	93	72	86	99	81	95
CCOC(=O)C(C)(CSSCC(C)(NC(=O)c1ccc2ccccc2c1)C(=O)OCC)NC(=O)c1ccc2ccccc2c1 (centres undefined)	105	90	26	105	53	114	93	-42*
O=C1/C(=C/c2cccc(O)c2)COc2ccc(O)cc21	103	94	103	104	33	85	-11*	8.3*
O=C(N=c1oc2ccccc2cc1-c1cc2ccccc2[nH]1)Nc1ccc(Cl)cc1	83	88	96	95	96	80	88	109
CC(=O)Nc1ccc(CC#N)cc1Br	.	112	103	94	118	105	109	107

Further records
SMILES	HOP-62	EKVX	A549/ATCC	HOP-92	MOLT-4	M14	RPMI-8226	CCRF-CEM
COc1ccc(C2CC(c3ccccc3)=NN2Cn2nnc3ccccc32)cc1 (centres undefined)	96	81	94	64	79	106	.	100
O=C(/C=C\c1cccc([N+](=O)[O-])c1)c1ccccc1	91	97	93	-27*	19	27	0.1*	-24*
CN1C(=O)c2c3c(cc4cccc1c24)C(C)(C)NC3=O	92	108	87	83	98	94	97	95
O=C1c2cc(I)ccc2Oc2cc([N+](=O)[O-])ccc2N1c1ccc(F)cc1F	92	101	81	80	68	103	74	69
Cc1nc2nc(N)nc(N)c2nc1C	89	98	102	87	118	91	100	98
CCOC(=O)/C(F)=C/C1CC1Cc1ccc(OC)cc1 (centres undefined)	114	85	108	102	99	96	102	106
Cc1ccc(/C=C/C(=O)C(=O)/C=C/c2ccc(C)cc2)cc1	109	93	86	108	92	95	45	.
COc1ccc(OC)c(Nc2nnc(-c3ccc(OC)c(OC)c3)o2)c1	107	102	102	105	93	113	104	121
C=C1C(=O)OC2CC1C(OC(C)=O)C/C(C)=C/CC/C(C)=C\CCC2(C)O (centres undefined)	106	59	64	-29*	-14*	16	-22*	-17*
CC1(C)CC(=O)C2=C(C1)N(c1ccc(OC(F)(F)F)cc1)C(N)=C(C#N)C2c1ccc(Br)cc1F (centres undefined)	6.8*	82	44	40	63	79	100	86
COc1cccc(Cn2cc3c(c2)-c2onc(CO)c2CC3)c1	95	91	103	83	97	98	97	106
CCC(CC)c1ccccn1	105	106	90	100	92	101	101	113
O=C(Nc1nc2ccccc2n1Cc1ccccc1)c1ccccc1I	64	62	73	.	66	72	86	69
O=C1NC(C(=O)NCc2ccc(Cl)cc2Cl)C/C1=C\NCc1ccc(Cl)cc1Cl (centres undefined)	93	105	90	82	76	79	71	69
N/C(=N\c1nc(=O)c2ccccc2s1)NC(=O)Nc1ccccc1	95	98	103	86	101	97	106	104
Cc1ccc(N=Nc2cc(S(=O)(=O)O)c3ccccc3c2O)c(C)c1	77	89	99	85	104	97	97	97
COc1cc(NCC(=O)Nc2cc(Nc3ccc(F)c(Cl)c3)ncn2)c(Cl)c(OC)c1Cl	95	90	91	106	85	103	93	90
C=CCn1c(C)nc2cc(Nc3nc(N4CCN(C)CC4)nc4ccccc34)ccc21	108	.	99	83	96	105	107	101
CCC(O)C(=O)O (centres undefined)	101	118	119	97	103	101	98	92
Cc1c(C(=O)NNC(=O)Nc2ccc(Cl)cc2)nnn1-c1ccc(F)cc1	95	92	95	101	84	105	93	92
O=C1CCC(OCc2cc(=O)c(O)co2)N1 (centres undefined)	111	111	96	103	97	102	109	96
COc1cc(/C=C/c2cc(C(F)(F)F)[nH]c(=O)n2)ccc1OCc1ccccc1F	65	.	45	79	30	65	26	22
CCN(CC)C(=S)SCCO	104	106	99	109	97	106	99	100
O=C(Nc1ccc2c(ccn2Cc2ccccn2)c1)c1cccnc1	81	70	92	109	111	110	93	.
COc1ccc(-c2nc(SCC(C)C)nc(N/N=C(/C)c3ccc(Cl)cc3Cl)c2C#N)cc1	85	88	91	83	88	116	94	97
C/C(O)=C(\C#N)c1ccc(Cl)cc1	100	.	92	101	114	116	99	106
O=C1Nc2ccccc2C2/C(=C(/I)C3=CCCCC3)CCCN12 (centres undefined)	100	99	103	.	104	102	122	114
COc1nc(OC)nc(N(CCO)c2ccccc2)n1	99	101	98	113	99	100	100	99
CCN(CC)CCSCCNc1ccnc2cc(Cl)ccc12	103	87	106	76	89	102	84	77
N#CC1=C(N)Oc2c(ccc3cccnc23)C1c1ccccc1 (centres undefined)	43	52	32	32	39	20	12	16
O=C1C=CC(=O)N1c1ccc2c(c1)Cc1cc(F)ccc1-2	94	.	98	83	44	107	28	65
CCOC(=O)C(C#N)(C(C)CC)C(C)CC (centres undefined)	119	.	100	.	108	119	109	108
O=C(O)c1ccc(F)c(C(=O)O)c1	110	103	95	96	114	102	98	97
